RPL19A-GFP yeast: RPL19A-GFP expression modulators in yeast, primary screen, cell-based, S. cerevisiae, multiplex flow cytometry, MLPCN; percent response vs DMSO, % at 10 µM; hit rate 0.3% among 330,000; S. cerevisiae RPL19A-GFP strain, 3 h; active compounds read low;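 active means percent response vs DMSO below 50%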;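 further: median channel GFP fluorescence of the barcoded RPL19A-GFP strain; ratio of sample median GFP to plate DMSO average so 100% = DMSO; lower means less RPL19A-GFP as with rapamycin TOR inhibition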
GASC-1 inh: inhibitors of GASC-1 histone demethylase, primary screen, biochemical, fluorescence, DELFIA europium; Lysine-specific demethylase 4C (Homo sapiens), Q9H3R0; GST-JMJD2C(1-420) H3K9me3 demethylation; inhibition, % at 2.35 µM; hit rate 0.069% among 330,000; AID 2099, 2009;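 active means more than half of a compound's replicate wells show inhibition beyond 50%, single wells judged on their own value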;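 further: signal counts dimethyl H3K9 product captured on neutravidin plate; 0% = median of DMSO wells and 100% = 0.3 times that DMSO median; strong numbers were not always called active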
Target sequence (Q9H3R0 1-420 limits assumed): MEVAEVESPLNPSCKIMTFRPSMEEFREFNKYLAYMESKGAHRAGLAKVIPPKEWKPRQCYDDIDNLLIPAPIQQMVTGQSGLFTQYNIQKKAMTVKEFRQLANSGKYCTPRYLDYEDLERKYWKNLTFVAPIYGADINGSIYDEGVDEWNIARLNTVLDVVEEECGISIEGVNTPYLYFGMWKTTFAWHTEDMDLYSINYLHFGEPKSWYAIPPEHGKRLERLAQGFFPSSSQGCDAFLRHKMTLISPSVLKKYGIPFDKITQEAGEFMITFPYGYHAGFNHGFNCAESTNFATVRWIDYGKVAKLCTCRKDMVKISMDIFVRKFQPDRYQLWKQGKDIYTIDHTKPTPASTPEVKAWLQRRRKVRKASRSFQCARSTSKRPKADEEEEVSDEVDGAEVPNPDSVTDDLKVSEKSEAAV
GRK2 inh: compounds blocking aptamer binding on GRK2 – biochemical, human GRK2, bead flow cytometry, HTS, primary screen; hit rate 0.59% among 330,000; inhibition of aptamer binding, % at 10 µM; FAM-aptamer displacement from GRK2; Beta-adrenergic receptor kinase 1 (Homo sapiens), P25098;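 active means inhibition of aptamer binding above 40%, roughly 3 SD of noise, on plates passing a quality check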;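 further: median bead fluorescence of bound FAM aptamer so fluorescent compounds give negative values; no value below 0 was filed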
MEP2-GFP yeast: modulators of MEP2-GFP levels in yeast, primary screen, S. cerevisiae, multiplex flow cytometry, MLPCN library. hit rate 0.51% among 330,000. GFP response vs DMSO, % at 10 µM. S. cerevisiae MEP2-GFP strain, 3 h; 100% = DMSO control level;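 active means GFP response versus DMSO above a set limit, roughly screen mean plus 3 SD, cut at about 180% in these data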;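 further: median GFP fluorescence of the barcode-gated MEP2-GFP cells per well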
CIT2 TOR yeast: modulators of CIT2-GFP expression in yeast, primary screen, S. cerevisiae, GFP fusion, multiplex flow cytometry, MLPCN library; S. cerevisiae CIT2-GFP strain, 3 h; 100 means same as DMSO wells; GFP response vs DMSO, % at 10 µM; hit rate 0.065% among 320,000;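 active means GFP response relative to DMSO above a set limit, near the screen mean plus 3 SD, cut at about 150% in these data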;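 further: ratio of well median GFP fluorescence to mean of DMSO wells on the plate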
AGP1-GFP MLPCN: modulators of AGP1-GFP expression in yeast TOR pathway, primary screen, cell-based, multiplex flow cytometry, S. cerevisiae, MLPCN library. AID 2066, 2009. GFP response vs DMSO, % at 10 µM. 3 h; GFP as percent of DMSO wells. hit rate 0.02% among 320,000;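 active means GFP response relative to DMSO above a set limit, near screen average plus 3 SD, cut at about 150% in these data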;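 further: median GFP channel fluorescence of the gated AGP1 strain per well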
LAP4 TOR yeast: modulators of LAP4-GFP expression in yeast, primary screen, S. cerevisiae, multiplex flow cytometry, MLPCN library; 3 h; median GFP as percent of DMSO wells; GFP response vs DMSO, % at 10 µM; hit rate 0.34% among 320,000; AID 2023, 2009;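 active means GFP response vs DMSO above a set limit, about the screen mean plus 3 SD, cut at about 150% in these data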
VLA-4 inh: inhibition in human VLA-4 binding assay, primary screen, VLA-4 allosteric modulator project, MLPCN library, flow cytometry, VLA-4 expressing cells | inhibition, % (about 7 µM as worked out from the volumes in the protocol) | Integrin alpha-4 (Homo sapiens), P13612 | ligand binding flow cytometry | AID 2557, 2010 | hit rate 0.2% among 330,000; in the data active means inhibition above about 50%
Numbers without * were called inactive; . = no result given; & = joins results of further samples.

SMILES	RPL19A-GFP yeast	GASC-1 inh	GRK2 inh	MEP2-GFP yeast	CIT2 TOR yeast	AGP1-GFP MLPCN	LAP4 TOR yeast	VLA-4 inh
Cc1ccc(N(C(=O)c2ccccn2)C2(C(=O)NC3CCCC3)CCCCC2)cc1	95	0	1	100	90	97	94	24
CCn1c(SCC(=O)NCc2ccccc2)nnc1C(CO)NC(=O)c1ccccc1 (centres undefined)	98	5	2	98	99	98	94	0
NC(=O)c1cc2ccccc2o/c1=N\NC(=O)c1ccccc1O	93	-5	0	102	94	102	.	-1
Cc1ccc(C(=O)OCC(=O)NCc2cccs2)cc1S(=O)(=O)N1CCOCC1	95	23	0	94	99	103	96	-4
CCCc1oc2c(c(=O)c1CC)C(=O)CC(C)(C)C2	99	-9	0	106	96	104	103	6
Cc1c(C(=O)Nc2cc(S(=O)(=O)N3CCOCC3)ccc2N2CCOCC2)oc2ccccc12	98	4	0	96	97	103	98	-4
CCN(CCNC(=O)c1ccc(C#N)cc1)c1cccc(C)c1	103	4	0	111	95	95	90	9
CC(C)CC(=O)NC(=S)Nc1cccc(NC(=O)c2ccccc2)c1	99	8	0	101	94	92	93	-1
COc1cccc(-c2nn(-c3ccccc3)cc2CN(C)C(C)c2ccon2)c1 (centres undefined)	102	5	0	99	98	90	95	10
Cc1ccc(NC(=O)Cn2nnc(-c3ccccc3NC(=O)c3cccs3)n2)cc1	101	-8	1	102	86	105	96	24
CC(C)(C)NC(=O)CSc1nc2ccc(NC(=O)CSc3nnnn3Cc3ccccc3)cc2s1	106	1	11	95	108	107	103	4
CC(=O)Nc1ccc(NC(=O)COC(=O)c2ccc(C)s2)cc1	96	10	0	107	95	103	112	7
CC(=O)Nc1ccc(S(=O)(=O)N2CCCC2C(=O)Nc2ccc(F)cc2)cc1 (centres undefined)	89	-9	2	99	108	72	70	-5
COc1cc(/C=C/C(=O)N2C(=O)c3cccc(N)c3C2=O)cc(OC)c1OC	101	5	0	101	98	92	87	24
O=C(Cc1ccc(Cl)c(Cl)c1)Nc1cccnc1	101	-1	0	101	96	100	97	11
COCCN1C(=O)C(=O)/C(=C(/O)c2ccc(S(=O)(=O)N3CCOCC3)cc2)C1c1cccc(Cl)c1 (centres undefined)	105	-13	3	100	102	104	99	2
CC1Cn2c(nnc2-c2ccc(F)cc2)S1 (centres undefined)	102	-7	0	98	107	105	109	12
COc1ccc(C(=O)OC(C(=O)c2ccc(C)cc2)c2ccccc2)cc1 (centres undefined)	102	-4	2	101	104	100	94	24
Cc1onc(-c2ccccc2)c1C(=O)N1CCN(S(=O)(=O)c2ccc3c(c2)OCCO3)CC1	103	-11&-14	33	107	103	110	97	-4
CCc1ccc(C(=O)OCC(=O)N(CC)c2c(N)n(Cc3ccccc3)c(=O)[nH]c2=O)cc1	92	-3	0	95	88	93	100	-7

Part of the list above in another layout:
mol,RPL19A-GFP yeast,GASC-1 inh,GRK2 inh,MEP2-GFP yeast,CIT2 TOR yeast,AGP1-GFP MLPCN,LAP4 TOR yeast,VLA-4 inh
COc1cccc(-c2nn(-c3ccccc3)cc2CN(C)C(C)c2ccon2)c1 (centres undefined),102,5,0,99,98,90,95,10
Cc1ccc(NC(=O)Cn2nnc(-c3ccccc3NC(=O)c3cccs3)n2)cc1,101,-8,1,102,86,105,96,24
CC(C)(C)NC(=O)CSc1nc2ccc(NC(=O)CSc3nnnn3Cc3ccccc3)cc2s1,106,1,11,95,108,107,103,4

The list continues:
SMILES	RPL19A-GFP yeast	GASC-1 inh	GRK2 inh	MEP2-GFP yeast	CIT2 TOR yeast	AGP1-GFP MLPCN	LAP4 TOR yeast	VLA-4 inh
COc1ccc(CCNC(=O)CCn2c(=O)c3ccccc3n(CC(=O)NCC3CCCO3)c2=O)cc1OC (centres undefined)	100	10	0	104	102	103	108	9
CC(=O)Nc1ccc(C(=O)NCCc2ccccc2)cc1	97	-4	0	103	97	95	92	7
CS(=O)(=O)Nc1ccc(C2=NN(C(=O)C3CCCCC3)C(c3cccs3)C2)cc1 (centres undefined)	101	1	0	104	102	103	95	-9
COc1ccc(C(=O)N2CCN(Cc3ccccn3)CC2)cc1	103	-7	0	104	100	99	97	7
N#Cc1ccc(S(=O)(=O)N2CCCN(c3ccc(C(F)(F)F)cn3)CC2)cc1	107	-34	0	109	96	106	117	19
CC1(c2ccccc2)CC(C)(C)n2c(O)c(C3=NC(=S)NC3=O)c3cccc1c32 (centres undefined)	92	-4	4	83	99	98	89	5
O=C(NNS(=O)(=O)c1ccc(F)cc1)c1ccc([N+](=O)[O-])cc1	101	16	0	103	96	99	94	-1
COc1ccc(-c2nc(CS(=O)(=O)CC(=O)NCc3ccccc3Br)c(C)o2)cc1	93	-2	3	98	90	95	98	3
O=C(Nc1ccncc1)Nc1ccc(F)cc1	117	2	1	105	81	97	80	-2
Cn1nnnc1SCC(=O)N1CCc2ccccc2C1	101	.	0	105	105	108	108	7
COc1ccc(C2CC(c3ccccc3)Nc3nc(NC(=O)c4cccs4)nn32)cc1 (centres undefined)	89	7&7	1	107	96	102	97	2
CC(C)C(NC(=O)c1ccc(Cl)cc1)C(=O)NC1=NCCS1 (centres undefined)	94	2	0	97	86	105	86	2
Nc1nnnn1CC(=O)N/N=C/c1cc([N+](=O)[O-])ccc1Cl	97	-14	3	98	104	100	99	-5
Cc1[nH]c2ccccc2c1C(=O)CSC(=S)N(C)C1CCCCC1	98	-8	6	95	97	97	96	9
CCOC(=O)C1=C(C)C(c2ccc(OC)cc2OC)NC(=O)N1 (centres undefined)	88	5	0	93	86	90	86	6
O=C(NCC(c1ccco1)N1CCCC1)c1ccc(S(=O)(=O)Nc2ccccc2F)cc1 (centres undefined)	94	-4	0	101	102	103	109	12
NC(=O)CSc1nnc(-c2cc(-c3ccc(Cl)cc3)nc3ccccc23)o1	113	12	0	105	104	101	99	8
Fc1ccc(-c2nnc(-c3ccc(F)cc3)o2)cc1	99	2	1	112	105	92	93	1
O=C(/C=C/c1ccc(OCCCF)cc1)NCc1ccc(Cl)c(Cl)c1	100	3	1	100	104	106	99	29
N#C/C(=N\Nc1ccccc1)C(=N)N1CCCCC1	95	-22	0	95	93	94	95	3
Cc1ccc(S(=O)(=O)N(Cc2n[nH]c(=S)n2-c2ccccc2)c2ccccc2)cc1	96	4	5	111	92	101	111	5
CCc1ccc2[nH]c3nc(SCC(=O)NNC(=O)c4ccc(C(C)(C)C)cc4)nnc3c2c1	97	-9	5	101	97	101	91	1
COc1cc(SC)ccc1C(=O)Nc1nc(C)cs1	91	5	1	111	97	100	118	-5
O=C(OCc1nnc(-c2ccccc2)o1)c1cc([N+](=O)[O-])ccc1Cl	99	-8	0	102	98	104	109	3
COC(=O)CN(c1nc(C)c(Br)c(OC)n1)S(=O)(=O)c1ccccc1	94	3	0	96	97	18	90	3
Cn1cccc1/C=N/N1CCN(c2ccccn2)CC1	106	23	0	106	95	99	96	-13
Cc1ccc(N/C(N)=N/c2nc(CSc3nnc(C)s3)cc(=O)[nH]2)c(C)c1	91	.	0	99	99	91	97	27
COc1cccc(CN(C(=O)c2cccc(OC)c2)C2CCS(=O)(=O)C2)c1 (centres undefined)	101	-9	1	107	95	100	112	5
CN1CCN(CCCNC(=O)c2cc3c(=O)oc4ccccc4c3s2)CC1	96	.	1	103	98	102	99	14
Cc1c(C(=O)NCCCN2CCOCC2)sc2nc(-c3ccccc3)cn12	101	-5	0	102	102	97	108	9
CCN(CC)c1ccc(/C=C2/C(=O)N(c3ccc([N+](=O)[O-])cc3)N=C2N2CCOCC2)cc1	99	-2	2	102	102	103	98	9
CCC(=O)Nc1ccc2c(c1)nc(CCN1CCC(C)CC1)n2C	83	-5	1	90	81	79	.	-2
CC1=NN(C(C#N)c2ccccc2C)C(c2ccccc2)C1 (centres undefined)	99	3	2	98	101	93	94	5
Cc1ccc(CS(=O)Cc2ccc(C(=O)NCc3ccc4c(c3)OCO4)o2)cc1 (centres undefined)	97	-4	0	106	97	99	97	24
CCCc1cc(=O)oc2cc(OCc3ccc(OC)cc3)c(Cl)cc12	102	2	1	99	95	100	92	-2
O=C(NC1CCCCC1)C1Cc2ccccc2CN1S(=O)(=O)c1ccc(F)cc1 (centres undefined)	100	0	0	104	104	102	109	0
CCn1c2ccccc2c2cc(NC(=O)CN3CCCC3)ccc21	98	-3	0	103	96	99	114	6
CC(=O)NS(=O)(=O)c1ccc(NC(=S)NC(=O)c2ccco2)cc1	88	23	0	93	84	.	88	3
CCCC(=O)Nc1cccc(-c2cn3cccnc3n2)c1	93	-26	2	94	89	97	97	11
Cc1ccc2nc(NC(=O)c3ccc(-c4nc5ccccc5s4)s3)sc2c1	104	.	4	97	103	101	91	-11
CCCS(=O)(=O)N1CCCC(C(=O)c2cccc(Cl)c2)C1 (centres undefined)	95	-10	5	84	79	84	86	27
O=C(COC(=O)c1n[nH]c2ccccc12)Nc1ccccc1	100	12	1	102	99	96	98	-2
Cc1noc(C)c1COc1cccc(C(=O)NCc2ccccc2Cl)c1	92	-4	1	86	89	90	.	-3
COc1ccc(C(=O)N2CC(c3ccccc3)CC2=O)cc1 (centres undefined)	97	0	0	98	86	93	117	8

A draw from above in order of molecular weight, low to high:
SMILES	RPL19A-GFP yeast	GASC-1 inh	GRK2 inh	MEP2-GFP yeast	CIT2 TOR yeast	AGP1-GFP MLPCN	LAP4 TOR yeast	VLA-4 inh
CCCC(=O)Nc1cccc(-c2cn3cccnc3n2)c1	93	-26	2	94	89	97	97	11
COc1ccc(C(=O)N2CC(c3ccccc3)CC2=O)cc1 (centres undefined)	97	0	0	98	86	93	117	8
CCCS(=O)(=O)N1CCCC(C(=O)c2cccc(Cl)c2)C1 (centres undefined)	95	-10	5	84	79	84	86	27
CC(=O)NS(=O)(=O)c1ccc(NC(=S)NC(=O)c2ccco2)cc1	88	23	0	93	84	.	88	3
Cc1noc(C)c1COc1cccc(C(=O)NCc2ccccc2Cl)c1	92	-4	1	86	89	90	.	-3
